Screens from PubChem BioAssay.
CHRM4 antagonist = antagonists of human muscarinic M4 receptor (CHRM4); P08173; CHO-hM4 cells, ACh EC80, Fluo-8 calcium fluorescence; inhibition, % at 3 µM; 360,000 compounds, 0.73% hits;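 active = inhibition above its plate's cutoff, the mean inhibition of sample wells plus 3 SD, cut at about 27% in these data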;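 also: 0% = acetylcholine EC80 with DMSO and 100% = DMSO without agonist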
Target sequence (P08173 whole entry, looked up): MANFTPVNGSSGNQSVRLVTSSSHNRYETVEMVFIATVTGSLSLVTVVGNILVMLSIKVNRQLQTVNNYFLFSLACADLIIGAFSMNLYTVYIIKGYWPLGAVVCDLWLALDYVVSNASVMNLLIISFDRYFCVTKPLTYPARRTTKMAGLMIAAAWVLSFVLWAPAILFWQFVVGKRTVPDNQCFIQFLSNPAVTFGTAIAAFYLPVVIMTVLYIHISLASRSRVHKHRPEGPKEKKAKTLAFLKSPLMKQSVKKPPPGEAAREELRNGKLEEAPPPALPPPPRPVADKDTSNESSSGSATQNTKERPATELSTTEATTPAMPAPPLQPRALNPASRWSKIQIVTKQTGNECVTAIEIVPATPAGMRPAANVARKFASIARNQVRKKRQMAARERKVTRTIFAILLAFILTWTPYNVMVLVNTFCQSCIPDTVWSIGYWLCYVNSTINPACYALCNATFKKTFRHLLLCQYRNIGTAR
CHRM1 PAM = human CHRM1 positive allosteric modulation. 360,000 compounds, 0.088% hits. CHO-K1 hM1, Fluo-8 calcium fluorescence, ACh EC20; 0% = ACh EC20, 100% = maximal ACh. activation, % at 3 µM. AID 588819; in the data active = activation above about 19%, passing the limit was not always enough
Target sequence (P11229 whole entry, looked up): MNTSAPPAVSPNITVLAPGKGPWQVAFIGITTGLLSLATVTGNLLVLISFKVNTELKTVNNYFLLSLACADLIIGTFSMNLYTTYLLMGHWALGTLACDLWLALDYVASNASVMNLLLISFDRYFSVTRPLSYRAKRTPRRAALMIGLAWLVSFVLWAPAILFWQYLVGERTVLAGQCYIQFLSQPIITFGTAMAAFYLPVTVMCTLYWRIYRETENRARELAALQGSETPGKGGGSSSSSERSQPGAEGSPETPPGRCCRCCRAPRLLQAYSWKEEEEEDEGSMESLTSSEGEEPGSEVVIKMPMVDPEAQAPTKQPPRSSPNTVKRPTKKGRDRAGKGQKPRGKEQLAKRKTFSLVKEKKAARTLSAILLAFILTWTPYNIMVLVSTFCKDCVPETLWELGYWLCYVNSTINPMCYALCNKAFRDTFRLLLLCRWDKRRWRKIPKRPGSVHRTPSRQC
CHRM5 PAM = positive allosteric modulators of human muscarinic M5 receptor. P08912. CHO-K1 hM5, Fluo-8 calcium, ACh EC20 PAM; 0% = ACh EC20, 100% = ACh EC100. activation, % at 3 µM. 360,000 compounds, 0.3% hits. AID 624038;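 active = activation above the run cutoff, the mean activation of all test compounds plus 3 SD, cut at about 18% in these data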
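Replicates: One well per compound, no replicates | System: Human M5 receptor in CHO-K1 cells | Benchmarks: Low control EC20 acetylcholine (0%), high control EC100 acetylcholine (100%) | Probe or stimulus: Acetylcholine, EC20 level | Times: Fluo-8 loading 80 min at 37 °C plus 30 min room temperature | Signal: Intracellular calcium via Fluo-8 fluorescence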
CHRM5 antagonist = antagonists of human muscarinic M5 receptor (CHRM5) | P08912 | CHO-hM5 cells, Fluo-8 calcium fluorescence, ACh EC80 | inhibition, % at 3 µM | 360,000 compounds, 0.59% hits;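 active = inhibition above a per-plate cutoff, the mean of that plate's test compounds plus 3 SD, cut at about 27% in these data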;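 also: 0% = acetylcholine EC80 with DMSO and 100% = DMSO without agonist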
CHRM4 agonist = CHRM4 agonism in calcium assay | CHO-K1 hM4/Gqi5, Fluo-8 calcium fluorescence; vehicle 0%, full acetylcholine response 100% | P08173 | activation, % at 3 µM | AID 624127 | 360,000 compounds, 0.14% hits;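 active = activation above the run mean over all test wells plus 3 SD, cut at about 32% in these data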;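 also: peak over basal fluorescence ratio per well then scaled between controls; 0% = DMSO wells and 100% = acetylcholine at EC100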
CRFBP-R2 agonist = CRF-BP/CRF-R2 complex agonism. 350,000 compounds, 0.46% hits. activation, % at 13.2 µM. HEK293 CRF-R2/CRF-BP, calcium dye fluorescence (FLIPR); percent of saturating CRF peptide response;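 active = activation of at least 50%, plus an integration ratio under a set limit after plate pattern correction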;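 also: plate controls were neutral control wells without compound for no effect and CRF at EC100 for full effect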
CHRM4 PAM = potentiates acetylcholine response at human M4 receptor. P08173. CHO-K1 hM4/Gqi5, Fluo-8 calcium fluorescence, ACh EC20; 0% = ACh EC20, 100% = maximal ACh. activation, % at 3 µM. 360,000 compounds, 0.4% hits;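 active = activation above its plate's cutoff, the mean activation of sample wells plus 3 SD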; also: some results filed as inactive read as strong as hits
CHRM5 agonist = CHRM5 agonism in calcium assay; P08912; CHO-K1 hM5 cells, Fluo-8 calcium fluorescence; 0% DMSO wells, 100% maximal acetylcholine response; activation, % at 3 µM; 360,000 compounds, 0.19% hits;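 active = activation above the run's mean over test compounds plus 3 SD, cut at about 23% in these data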;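 also: signal is peak over basal fluorescence ratio across the kinetic read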
CRFBP-R2 block = antagonists of CRF-binding protein/CRF-R2 receptor complex | HEK293 CRF-R2/CRF-BP, CRF-induced calcium fluorescence | inhibition, % at 11.8 µM | 350,000 compounds, 0.59% hits;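 active = inhibition of the ligand-induced calcium signal above about 50% at the single tested concentration, limit read from the data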
* marks the source's active call; other numbers are inactive results. Rows were taken by chance (roughly 2.6% active in at least one column).

CC1(C)CC(=O)C(C=NCC2CCN(C(=O)Nc3ccc(Cl)c(Cl)c3)CC2)=C(O)C1 was read as CHRM4 antagonist 6, CHRM1 PAM 7, CHRM5 PAM 3, CHRM5 antagonist 12, CHRM4 agonist 0, CRFBP-R2 agonist 0.1, CHRM4 PAM 6, CHRM5 agonist -2 and CRFBP-R2 block 3.
For O=c1oc2ccccc2c(NC(c2ccccc2)c2ccccc2)c1[N+](=O)[O-] the results were CHRM4 antagonist 0, CHRM1 PAM -5, CHRM5 PAM 3, CHRM5 antagonist 1, CHRM4 agonist 2, CRFBP-R2 agonist -1.5, CHRM4 PAM 2, CHRM5 agonist -14 and CRFBP-R2 block 19.
For C#CCNc1nc(C(C)C)nc2c1nnn2Cc1ccccc1F the results were CHRM4 antagonist -2, CHRM1 PAM 2, CHRM5 PAM -1, CHRM5 antagonist -6, CHRM4 agonist -1, CRFBP-R2 agonist 0.3, CHRM4 PAM 1, CHRM5 agonist -6 and CRFBP-R2 block -16.
`CCN1CCN(c2ccc(N3CCN(S(=O)(=O)c4cccc([N+](=O)[O-])c4)CC3)nn2)CC1` gave CHRM4 antagonist -4, CHRM1 PAM -23, CHRM5 PAM -2, CHRM5 antagonist -5, CHRM4 agonist 1, CRFBP-R2 agonist -1.6, CHRM4 PAM -9, CHRM5 agonist -3 and CRFBP-R2 block 2.
COc1ccc(-n2ncc(C(C)NS(=O)(=O)c3cc(C)sc3C)c2C)cc1 (stereo unspecified) was read as CHRM4 antagonist -15, CHRM1 PAM 6, CHRM5 PAM -3, CHRM5 antagonist -4, CHRM4 agonist 3, CRFBP-R2 agonist -5.0, CHRM4 PAM -4, CHRM5 agonist 0 and CRFBP-R2 block 51*.
`N#CC1(NC(=O)COC(=O)c2cc([N+](=O)[O-])ccc2N2CCCC2)CCCCC1` gave CHRM4 antagonist -7, CHRM1 PAM -2, CHRM5 PAM 1, CHRM5 antagonist 0, CHRM4 agonist 3, CRFBP-R2 agonist -0.5, CHRM4 PAM -2, CHRM5 agonist 1 and CRFBP-R2 block -4.
`COc1ccc(CCNC(=O)COC(=O)/C=C/c2cccs2)cc1` gave CHRM4 antagonist -16, CHRM1 PAM 7, CHRM5 PAM 5, CHRM5 antagonist 6, CHRM4 agonist 3, CRFBP-R2 agonist -0.4, CHRM4 PAM 7, CHRM5 agonist -3 and CRFBP-R2 block 2.
Screening Cc1ccccc1CN1CCc2c(OCC(=O)N3CCCc4ccccc43)cccc2C1=O returned CHRM4 antagonist 13, CHRM1 PAM -14, CHRM5 PAM -15, CHRM5 antagonist 16, CHRM4 agonist 12, CRFBP-R2 agonist 1.7, CHRM4 PAM -12, CHRM5 agonist 2 and CRFBP-R2 block 24.
O=C(NC(c1ccccc1)c1ccc2ccccc2n1)C1CCN(CCOc2ccc(Cl)cc2)CC1 (stereo unspecified) was read as CHRM4 antagonist 5, CHRM1 PAM -4, CHRM5 PAM -5, CHRM5 antagonist 0, CHRM4 agonist 6, CHRM4 PAM -7 and CHRM5 agonist -1.
Screening CCN(CCO)c1nc(NCc2ccccc2)c2cnn(C)c2n1 returned CHRM4 antagonist 6, CHRM1 PAM -3, CHRM5 PAM -13, CHRM5 antagonist 23, CHRM4 agonist 3, CRFBP-R2 agonist 1.1, CHRM4 PAM -3, CHRM5 agonist -3 and CRFBP-R2 block -20.
Cc1cc(C)c2cc(C#N)c(NCCCNC(=O)c3cccnc3)nc2c1 was read as CHRM4 antagonist -3, CHRM1 PAM 0, CHRM5 PAM -1, CHRM5 antagonist 11, CHRM4 agonist 6, CRFBP-R2 agonist -1.3, CHRM4 PAM -5, CHRM5 agonist -1 and CRFBP-R2 block 7.
For Cc1cccc(N2CCN(S(=O)(=O)c3ccc4c(c3)C(C)(C)C(=O)N4C)CC2C)c1 (stereo unspecified) the results were CHRM4 antagonist 0, CHRM1 PAM -4, CHRM5 PAM -4, CHRM5 antagonist -2, CHRM4 agonist 4, CRFBP-R2 agonist -0.2, CHRM4 PAM -4, CHRM5 agonist 0 and CRFBP-R2 block 22.
Screening COc1ccccc1NC(=O)CSc1nc2nccnc2c(=O)n1Cc1cccs1 returned CHRM4 antagonist 3, CHRM1 PAM -5, CHRM5 PAM -3, CHRM5 antagonist 7, CHRM4 agonist 2, CRFBP-R2 agonist 0.0, CHRM4 PAM 0, CHRM5 agonist -3 and CRFBP-R2 block -1.
Cc1cc(OC2CCCCC2)nc(NCc2ccccc2)n1 was read as CHRM4 antagonist 0, CHRM1 PAM 4, CHRM5 PAM -3, CHRM5 antagonist 11, CHRM4 agonist 0, CRFBP-R2 agonist -0.3, CHRM4 PAM -5, CHRM5 agonist 6 and CRFBP-R2 block 0.
For COc1ccc2c(-c3ccccc3)cc(=S)[nH]c2c1 the results were CHRM4 antagonist 1, CHRM1 PAM 4, CHRM5 PAM -2, CHRM5 antagonist 3, CHRM4 agonist 1, CRFBP-R2 agonist 1.6, CHRM4 PAM -3, CHRM5 agonist -3 and CRFBP-R2 block 5.
`CC(=O)N/C(=N\OCc1ccc(Br)cc1)c1nonc1NC(C)=O` gave CHRM4 antagonist 8, CHRM1 PAM 11, CHRM5 PAM -3, CHRM5 antagonist -1, CHRM4 agonist 4, CRFBP-R2 agonist 1.0, CHRM4 PAM -3, CHRM5 agonist 4 and CRFBP-R2 block 10.
For CCOC(=O)C1CCCN(C(=O)c2ccc(-c3ccc([N+](=O)[O-])cc3)o2)C1 (stereo unspecified) the results were CHRM4 antagonist 3, CHRM1 PAM -12, CHRM5 PAM -3, CHRM5 antagonist 2, CHRM4 agonist 4, CRFBP-R2 agonist 1.4, CHRM4 PAM -2, CHRM5 agonist 10 and CRFBP-R2 block 1.
Screening COc1ccc(NC(=O)CSC2CCCCC2)cc1 returned CHRM4 antagonist -3, CHRM1 PAM 6, CHRM5 PAM -2, CHRM5 antagonist -2, CHRM4 agonist 1, CRFBP-R2 agonist -1.0, CHRM4 PAM 3, CHRM5 agonist -3 and CRFBP-R2 block -1.
COc1ccc(-n2ncc3c(=O)n(CC(=O)N4c5ccccc5CC4C)cnc32)cc1 (stereo unspecified) was read as CHRM4 antagonist -10, CHRM1 PAM 2, CHRM5 PAM -6, CHRM5 antagonist 1, CHRM4 agonist 5, CRFBP-R2 agonist 1.7, CHRM4 PAM 1, CHRM5 agonist 3 and CRFBP-R2 block -2.
`CCOC(=O)c1ccccc1NC(=O)c1cccc([N+](=O)[O-])c1` gave CHRM4 antagonist -10, CHRM1 PAM 4, CHRM5 PAM -3, CHRM5 antagonist -12, CHRM4 agonist 1, CRFBP-R2 agonist -1.3, CHRM4 PAM 8, CHRM5 agonist -3 and CRFBP-R2 block -29.
Screening O=C(Nc1ccccc1)c1cccnc1N1CCOCC1 returned CHRM4 antagonist 12, CHRM1 PAM 3, CHRM5 PAM 0, CHRM5 antagonist -2, CHRM4 agonist 0, CRFBP-R2 agonist -1.4, CHRM4 PAM 0, CHRM5 agonist 0 and CRFBP-R2 block 2.
CCCCn1c(N)c(Sc2ccc([N+](=O)[O-])cc2)c(=O)[nH]c1=O was read as CHRM4 antagonist 3, CHRM1 PAM 12, CHRM5 PAM 5, CHRM5 antagonist 4, CHRM4 agonist 1, CRFBP-R2 agonist 0.3, CHRM4 PAM -8, CHRM5 agonist 1 and CRFBP-R2 block 5.
For Cc1ccc(NC(=O)NC2CC(=O)N(c3ccc4c(c3)OCCO4)C2)cc1 (stereo unspecified) the results were CHRM4 antagonist -12, CHRM1 PAM 10, CHRM5 PAM 8, CHRM5 antagonist -2, CHRM4 agonist 1, CRFBP-R2 agonist 0.1, CHRM4 PAM 6, CHRM5 agonist -1 and CRFBP-R2 block -4.
Cc1noc(C)c1CSc1nnc2scc(-c3ccc(Cl)cc3)n12 was read as CHRM4 antagonist -6, CHRM1 PAM 2, CHRM5 PAM -5, CHRM5 antagonist -2, CHRM4 agonist -1, CRFBP-R2 agonist -1.1, CHRM4 PAM 5, CHRM5 agonist -11 and CRFBP-R2 block 16.
`COc1ccc(C2CC(c3cccs3)=NN2C(=O)CCCC(=O)O)cc1OC` (stereo unspecified) gave CHRM4 antagonist -3, CHRM1 PAM 9, CHRM5 PAM -1, CHRM5 antagonist -3, CHRM4 agonist 1, CRFBP-R2 agonist -1.6, CHRM4 PAM 3, CHRM5 agonist 3 and CRFBP-R2 block -7.
`Cc1cc(=O)oc2cc(OCC(=O)OCC(=O)Nc3ccc4ccccc4c3)ccc12` gave CHRM4 antagonist -5, CHRM1 PAM 4, CHRM5 PAM -5, CHRM5 antagonist -3, CHRM4 agonist 9, CRFBP-R2 agonist -2.1, CHRM4 PAM -2, CHRM5 agonist 1 and CRFBP-R2 block 4.
COc1ccccc1-c1csc(Cc2nnc3n2CCCCC3)n1 was read as CHRM4 antagonist -2, CHRM1 PAM 1, CHRM5 PAM 2, CHRM5 antagonist -5, CHRM4 agonist -1, CRFBP-R2 agonist 5.6, CHRM4 PAM 0, CHRM5 agonist 0 and CRFBP-R2 block -16.
For O=C(NCc1cccnc1)C(=O)N/N=C/c1ccccc1[N+](=O)[O-] the results were CHRM4 antagonist -5, CHRM1 PAM 15, CHRM5 PAM 4, CHRM5 antagonist 8, CHRM4 agonist -1, CRFBP-R2 agonist -0.7, CHRM4 PAM 4, CHRM5 agonist -2 and CRFBP-R2 block 12.
For CCCCN=Cc1c(C)[nH]n(-c2ccccc2)c1=S the results were CHRM4 antagonist 0, CHRM1 PAM 8, CHRM5 PAM -1, CHRM5 antagonist 7, CHRM4 agonist 1, CRFBP-R2 agonist -2.1, CHRM4 PAM 1, CHRM5 agonist -3 and CRFBP-R2 block 7.
COc1ccc(C(=O)N2CCCC(C)(C(=O)NS(=O)(=O)C3CC3)C2)c(OC)c1 (stereo unspecified) was read as CHRM4 antagonist 1, CHRM1 PAM -5, CHRM5 PAM 4, CHRM5 antagonist -1, CHRM4 agonist 1, CHRM4 PAM 5 and CHRM5 agonist 0.
`CC1CCCCC1Nc1ncnc2sccc12` (stereo unspecified) gave CHRM4 antagonist 10, CHRM1 PAM 9, CHRM5 PAM -7, CHRM5 antagonist 20, CHRM4 agonist 6, CRFBP-R2 agonist -1.4, CHRM4 PAM -16, CHRM5 agonist 6 and CRFBP-R2 block -7.
Screening O=C(CCNC(=O)c1ccc(Cl)cc1)NCC(c1ccco1)N1CCCC1 (stereo unspecified) returned CHRM4 antagonist -1, CHRM1 PAM 8, CHRM5 PAM 1, CHRM5 antagonist 6, CHRM4 agonist 1, CRFBP-R2 agonist 0.7, CHRM4 PAM 5, CHRM5 agonist 0 and CRFBP-R2 block 6.
`CCOc1ccc2[nH]c(C(=O)N/N=C/c3ccc(OC)cc3)cc2c1` gave CHRM4 antagonist -7, CHRM1 PAM -5, CHRM5 PAM -13, CHRM5 antagonist 18, CHRM4 agonist 15, CRFBP-R2 agonist -0.9, CHRM4 PAM -2, CHRM5 agonist -1 and CRFBP-R2 block -12.
